HIV peptide binding = cell-free HIV fusion peptide-binding blockers – biochemical, uHTS, fluorescence dequenching, primary screen (AID 1986) | 290,000 compounds, 0.3% hits | inhibition, % at 20 µM, or IC50 in µM where a hit was titrated | cell-free peptide binding, fluorescence dequenching, 30 min; higher % means a stronger effect; in the data active = inhibition mostly above about 52%, no sharp cut-off; inactive = mostly below about 76%; note: some results filed as inactive read as strong as hits
GPR55 LPI antagonism = inhibition of LPI-stimulated GPR55 beta-arrestin translocation – imaging, U2OS, beta-arrestin-GFP, LPI agonist, primary screen (AID 2013); U2OS GPR55 beta-arrestin-GFP translocation imaging, LPI antagonism; higher % means a stronger effect; one-dose inhibition, % at 10 µM; IC50 in µM for titrated hits; 290,000 compounds, 0.13% hits;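 active = spots per cell inhibited over 60%, with over 100 cells counted and total cytoplasm intensity under 500,000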;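 note: U2OS cells stably carrying GPR55 and arrestin-GFP stimulated by 5 µM LPI near EC80; imaged beta-arrestin-GFP aggregate spots per cell after agonist stimulation; plate controls were LPI-stimulated DMSO wells for no effect and DMSO wells without LPI for full effect; some results filed as inactive read as strong as hits; confirmed hits need IC50 under 10 µM and bright autofluorescent wells are also inconclusive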
Dengue-2 NS5 capping = Dengue-2 NS5 methyltransferase inhibitors, primary screen, biochemical, confirmation dose response (AID 588689) | Dengue-2 NS5 methyltransferase capping enzyme assay, biochemical; higher % means a stronger effect | one-dose inhibition, % at 25 µM; IC50 in µM for titrated hits | 340,000 compounds, 0.3% hits; in the data active = a potency from the dose series
NOD1 NF-kB reporter = NOD1 signaling inhibitors, primary screen, cell-based, luminescence, uHTS (AID 1578). NOD1-driven NF-kB luciferase reporter cells, luminescence; higher % means a stronger effect. inhibition, % at 4 µM; hits with a dose series show EC50 in µM. 290,000 compounds, 1% hits; in the data active = inhibition mostly above about 36%, no sharp cut-off; inactive = mostly below about 34%;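 note: HEK-293T reporter cells stimulated with the NOD1 agonist gamma-tri-DAP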
KOR beta-arrestin-1 = kappa opioid receptor activators – cell-based, luminescence, uHTS, primary screen (AID 1777); KOR beta-arrestin recruitment, luminescence; higher % means a stronger effect; activation, % at 10 µM; hits with a dose series show EC50 in µM; 280,000 compounds, 0.02% hits; in the data active = activation above about 50%, passing the limit was not always enough; note: a part of the inactive calls stands beside numbers as strong as those of hits
GPR55 beta-arrestin = selective activators of receptor GPR55 – imaging, U2OS cells, beta-arrestin-GFP redistribution, primary screen (AID 1961); 290,000 compounds, 0.048% hits; U2OS GPR55 beta-arrestin-GFP redistribution imaging; higher % means a stronger effect; one-dose activation, % at 10 µM; EC50 in µM for titrated hits;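 active = activation above 40% with more than 50 cells counted in the well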;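 note: U2OS osteosarcoma cells stably expressing GPR55 and beta-arrestin-GFP; plate controls were DMSO negative control for no effect and LPI positive control for full effect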
GPR35 arrestin U2OS = GPR35 antagonists blocking zaprinast-driven arrestin recruitment, primary screen, imaging, U2OS, beta-arrestin-GFP, zaprinast agonist (AID 2058). one-dose inhibition, % at 10 µM; IC50 in µM for titrated hits. 290,000 compounds, 0.052% hits. U2OS GPR35 beta-arrestin-GFP translocation imaging, zaprinast antagonism; higher % means a stronger effect;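 active = inhibition of at least 50% with at least 30 cells and total cytoplasm GFP at most 10,000,000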
KOR beta-arrestin-2 = KOR antagonists, beta-arrestin recruitment, cell-based, luminescence, uHTS (AID 1778). 290,000 compounds, 0.091% hits. one-dose inhibition, % at 10 µM; IC50 in µM for titrated hits. KOR beta-arrestin recruitment, luminescence, antagonist mode; higher % means a stronger effect; in the data active = inhibition above about 50%; note: strong numbers were not always called active
West Nile antiviral = West Nile virus antiviral activity, cell-based, CPE readout (AID 1621); West Nile virus-infected cells, CPE inhibition; higher % means a stronger effect; CPE inhibition, % at 10 µM, or IC50 in µM where a hit was titrated; 290,000 compounds, 0.02% hits; in the data active = a potency from the dose series; note: strong numbers were not always called active
Dengue-2 NS5 capping pilot replicate = further read-out of Dengue-2 NS5 capping, marked with its call; inhibition, %; measured here: pilot screen replicate inhibition
Active calls of the source: *; . = no result given; [ ] = dose if it differs, or a comment. This is a subset; rates above refer to the full screens.

SMILES | HIV peptide binding | GPR55 LPI antagonism | Dengue-2 NS5 capping | NOD1 NF-kB reporter | KOR beta-arrestin-1 | GPR55 beta-arrestin | GPR35 arrestin U2OS | KOR beta-arrestin-2 | West Nile antiviral | others
O=C(Cc1c(F)cccc1Cl)NC1CCN(Cc2ccccc2)CC1 | 3.7% | 7% | 1% | -12% | -3.5% | -0.1% | -9% | 13% | -0.1%
Cc1nn(CCC(=O)NNC(=S)Nc2ccc(F)cc2)c(C)c1Br | -0.6% | 11% | -4% | 4% | 2.3% | 0.7% | 15% | 11% | -0.3%
CCCC[n+]1c2ccccc2cc2ccccc21 | -1.3% | 14% | 6% | 8% | 5.7% | 0.0% | -11% | -48% | 0.3%
CCOC(=O)c1c(CC(C)C)csc1NC(=O)C(C)C | -1.6% | 9% | 2% | . | -0.5% | -0.1% | -6% | 25% | -0.3%
Cc1cc(F)ccc1S(=O)(=O)N1CCCOC1CNC(=O)C(=O)NC1CCCCC1 (centres undefined) | 1.2% | 12% | -9% | -35% | 7.9% | 0.3% | 10% | 3% | -1.0%
Cc1ccccc1C(=O)Nc1nc2c(C)csc2c(=O)s1 | 0.5% | 12% | -11% | 0% | 0.6% | 0.3% | 1% | -14% | 0.1%
Cn1nccc1C(=O)NC(=S)Nc1cc(Cl)cc(Cl)c1 | 2.2% | -4% | 2% | -8% | 1.6% | -0.1% | -10% | 5% | -0.5%
CC(C)N(C(=O)Cn1cc(S(=O)(=O)CC(=O)NCc2ccccc2)c2ccccc21)C(C)C | 0.4% | 10% | 2% | -5% | -0.1% | 0.2% | -1% | -8% | -0.7%
CCNc1nc(NCC)n2c(SCC(=O)c3ccccc3Cl)nnc2n1 | -2.6% | -5% | -5% | -18% | -2.8% | 0.2% | -3% | 0% | .
CC(C)(C)c1ccc(OCC(=O)NN2Cc3ccccc3C2=N)cc1 | -0.9% | -22% | 0% | -35% | 5.2% | -1.1% | -14% | -22% | -0.9%
Cc1ccc(C(=O)NC2=NCCS2)cc1Cl | 1.5% | 4% | -11% | -56% | 0.6% | -0.1% | -8% | -18%[20 µM] | -0.2% | Dengue-2 NS5 capping pilot replicate=4.3
CSC(=S)N/N=C/c1ccc(Br)cc1 | -1.1% | 4% | -6% | . | 0.8% | -0.5% | -7% | -12% | 0.8%
CC(C)(C)S(=O)(=O)c1nc2ccccc2s1 | 0.1% | 9% | -2% | 9% | 6.1% | 0.3% | 3% | -40% | 0.9%
CCS(=O)(=O)c1ccc(O)c(NC(=O)Nc2cccc3ccccc23)c1 | -1.5% | -8% | -6% | -8% | 3.4% | 0.3% | -15% | 2% | 0.2%
O=C(NCCCn1ccnc1)Nc1ccc(Cl)cc1 | 0.3% | 6% | -3% | -2% | -3.6% | 0.0% | -10% | 4% | -0.1%
CCOc1ccc(/C=N/OCC(=O)NCc2ccco2)cc1 | 0.0% | 13% | -5% | -34% | -0.3% | -0.2% | -5% | -2% | -0.3%
CC(=NCCc1ccccc1)C1=C(O)COC1=O | -2.0% | 14% | -7% | -8% | -2.4% | -0.1% | -8% | 12% | -0.3%
CCOc1ncccc1C(=O)OCC(=O)c1cc(C)n(Cc2ccco2)c1C | 1.1% | -2% | -6% | -46% | -0.9% | -0.2% | -12% | -13% | -0.5%
Cc1noc(C)c1CCC(=O)NC1CCCN(Cc2ccc(CC(C)C)cc2)C1 (centres undefined) | 0.5% | -1% | -5% | -10% | -4.3% | 0.2% | 3% | -15% | -0.3%
CCN(CC)c1ccc(NC(=O)Nc2cccc3ccccc23)cc1 | -1.8% | 3% | -1% | -10% | -6.8% | -0.1% | 6% | 40% | -0.8%
CC(=O)c1ccc(S(=O)(=O)N2Cc3ccccc3CC2C(=O)O)cc1 (centres undefined) | 21% | 4% | -5% | -12% | 3.4% | -0.1% | 11% | 25% | -0.1%
O=C(COc1ccccc1Cl)Nc1ccc(C(=O)c2ccc(C(=O)O)cc2)cc1 | 21% | 7% | 5% | -17% | -7.4% | -0.1% | 5% | 31% | 0.1%
Cc1cccc(CN2CCN(C(C)C(=O)NC(C)c3ccccc3)CC2)c1 (centres undefined) | 0.5% | -3% | 0% | 1% | 4.1% | -0.1% | -15% | 26% | -0.7%
COc1ccc2oc(=O)c(/C(C)=N/Nc3nc(-c4cc(C)ccc4C)cs3)cc2c1 | 19% | 9% | -2% | -16% | 3.5% | 0.0% | -4% | -23% | -0.7%
CC(C)C(=O)NC(c1ccc(N(C)C)cc1)c1c(O)ccc2ccccc12 (centres undefined) | -2.3% | -1% | -1% | -8% | -0.3% | -0.3% | -6% | 16% | -0.1%
COc1ccc(C2=NOC(C(=O)Nc3cccnc3Cl)C2)cc1 (centres undefined) | 0.0% | -15% | -9% | -34% | -0.3% | 0.3% | -4% | -14% | -1.0%
CCCC(=O)N(CCc1ccccc1)Cc1nc2ccccc2c(=O)[nH]1 | -1.5% | -15% | -5% | 15% | 3.1% | 0.9% | -12% | -4% | -0.2%
NC(=O)c1cccc(N=Cc2cc(Cl)cc(Cl)c2O)c1 | 8.8% | -11% | -4% | 27% | 0.7% | -0.1% | -24% | -51%[20 µM] | 0.4%
CN(C)CC(C)(C)CNS(=O)(=O)CC12CCC(CC1=O)C2(C)C (centres undefined) | 0.4% | 7% | -2% | 0% | 1.6% | 0.3% | -8% | -20% | 0.0%
COc1ccc(CC(=O)NC(CC(=O)O)c2cccc([N+](=O)[O-])c2)cc1 (centres undefined) | -1.1% | 6% | 2% | 22% | 3.8% | 0.0% | -21% | -12% | 0.5%

Some of these compounds in order of heavy-atom count, largest number first.
SMILES | HIV peptide binding | GPR55 LPI antagonism | Dengue-2 NS5 capping | NOD1 NF-kB reporter | KOR beta-arrestin-1 | GPR55 beta-arrestin | GPR35 arrestin U2OS | KOR beta-arrestin-2 | West Nile antiviral | others
COc1ccc2oc(=O)c(/C(C)=N/Nc3nc(-c4cc(C)ccc4C)cs3)cc2c1 | 19% | 9% | -2% | -16% | 3.5% | 0.0% | -4% | -23% | -0.7%
Cc1noc(C)c1CCC(=O)NC1CCCN(Cc2ccc(CC(C)C)cc2)C1 (centres undefined) | 0.5% | -1% | -5% | -10% | -4.3% | 0.2% | 3% | -15% | -0.3%
CCOc1ncccc1C(=O)OCC(=O)c1cc(C)n(Cc2ccco2)c1C | 1.1% | -2% | -6% | -46% | -0.9% | -0.2% | -12% | -13% | -0.5%
CC(C)C(=O)NC(c1ccc(N(C)C)cc1)c1c(O)ccc2ccccc12 (centres undefined) | -2.3% | -1% | -1% | -8% | -0.3% | -0.3% | -6% | 16% | -0.1%
COc1ccc(CC(=O)NC(CC(=O)O)c2cccc([N+](=O)[O-])c2)cc1 (centres undefined) | -1.1% | 6% | 2% | 22% | 3.8% | 0.0% | -21% | -12% | 0.5%
CC(=O)c1ccc(S(=O)(=O)N2Cc3ccccc3CC2C(=O)O)cc1 (centres undefined) | 21% | 4% | -5% | -12% | 3.4% | -0.1% | 11% | 25% | -0.1%
CN(C)CC(C)(C)CNS(=O)(=O)CC12CCC(CC1=O)C2(C)C (centres undefined) | 0.4% | 7% | -2% | 0% | 1.6% | 0.3% | -8% | -20% | 0.0%
CCOc1ccc(/C=N/OCC(=O)NCc2ccco2)cc1 | 0.0% | 13% | -5% | -34% | -0.3% | -0.2% | -5% | -2% | -0.3%
NC(=O)c1cccc(N=Cc2cc(Cl)cc(Cl)c2O)c1 | 8.8% | -11% | -4% | 27% | 0.7% | -0.1% | -24% | -51%[20 µM] | 0.4%
CC(=NCCc1ccccc1)C1=C(O)COC1=O | -2.0% | 14% | -7% | -8% | -2.4% | -0.1% | -8% | 12% | -0.3%

The list goes on:
SMILES | HIV peptide binding | GPR55 LPI antagonism | Dengue-2 NS5 capping | NOD1 NF-kB reporter | KOR beta-arrestin-1 | GPR55 beta-arrestin | GPR35 arrestin U2OS | KOR beta-arrestin-2 | West Nile antiviral | others
O=c1c2c3nc4ccccc4nc3n(/N=C/c3cccs3)c2ncn1-c1ccccc1 | -1.0% | -18% | . | -30% | 6.0% | -0.2% | -3% | 6% | .
Cc1ccc(CN2CCSCC2)c(C)c1 | 4.5% | 4% | -5% | -45% | 3.3% | 0.1% | -19% | -4% | 0.0%
CCn1c(C)nnc1SCC(=O)Nc1cccc(C(F)(F)F)c1 | -0.3% | -2% | 5% | 26% | 1.9% | -0.2% | 10% | 2% | -0.2%
Cc1nn(CCCC(=O)N2CCc3ccccc3C2)c(=O)c2cc3sccc3n12 | 1.2% | -3% | -4% | -12% | -4.9% | 0.3% | 6% | 36% | .
Cc1cc(C)cc(OCC(=O)Nc2ccc3c(c2)OCCO3)c1 | 3.0% | 12% | -6% | -11% | -0.3% | 0.5% | 2% | 23% | 0.0%
CC(Sc1nc2ccccc2s1)C(=O)N(C)Cc1ccccc1 (centres undefined) | 2.1% | 2% | 1% | -18% | -2.6% | 31% | 8% | -12% | 0.2%
CCOC(=O)c1cnc(SC)nc1Sc1cc(Cl)ccc1Cl | -1.2% | -12% | -7% | -22% | 6.3% | 0.0% | -12% | -10% | 0.5%
CN(C)S(=O)(=O)c1c(Cl)cccc1Cl | 8.8% | 3% | -1% | -12% | -2.1% | -0.1% | 4% | 15% | 0.1%
CCCCNC(=S)NNC(=O)c1c(Cl)c(C)nn1C | -1.6% | -4% | -5% | -13% | -1.5% | -0.1% | 1% | -31% | 0.9%
COc1ccc(CNc2nc3nc(C)c(Cl)c(=O)n3[nH]2)cc1 | 0.8% | 6% | -1% | -7% | . | 0.5% | 12% | 6% | -0.3%
COc1ccc(C2=C/C(=C/c3cccnc3)C(=O)O2)cc1OC | 10% | 6% | -46% | -1% | 0.4% | -0.2% | -1% | -24% | 0.4%
COC(=O)c1cc(C)sc1NC(=O)c1ccco1 | -0.4% | 5% | -3% | -11% | 5.2% | 0.0% | -6% | 1% | -0.1%
O=C(Cn1cc2c(n1)CCCC2)N1CCc2ccccc21 | 1.6% | 6% | -1% | -4% | -5.8% | -0.1% | -11% | 9% | 0.4%
COc1ccc2cc3cc(C(=O)Nc4cc(OC)c(OC)c(OC)c4)oc3nc2c1 | -1.5% | -6% | 0% | 48% | 2.6% | -0.1% | 2% | -34% | 3.1%
O=C1NCCN/C1=C\C(=O)c1ccccc1 | -3.0% | -3% | -1% | -18% | -3.9% | -0.2% | 4% | -17% | -0.2%
Cc1cc(/C=C2\C(=N)N3N=C(CC(=O)N4CCOCC4)SC3=NC2=O)c(C)n1Cc1ccccc1 | 1.1% | 12% | . | -7% | 0.3% | -0.1% | -5% | 30% | 0.6%
COCCOc1ccc(C(F)(F)F)cc1NC(=O)c1ccc(C(F)(F)F)cc1 | 2.3% | -7% | -4% | -10% | 4.4% | -0.2% | -18% | -9% | -0.7%
CN(CCO)c1nc(N)c2c(N)nc3c(c2c1C#N)CC(=O)N3Cc1cccs1 | -2.9% | -8% | 7% | -25% | -5.5% | -0.3% | -18% | 6% | 0.1%

Screens (PubChem BioAssay)
